High-throughput results deposited in PubChem by several laboratories.
Insulin prom up: insulin promoter activators in MIN6 cells, imaging, high-content screening, mouse beta cells. MIN6 insulin promoter-GFP reporter; stronger effect = higher value. z-score at 5 µM. 190,000 compounds, 0.3% hits. AID 1625, 2009;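 active = z-score above 3 at 5 µM with at least 500 cells counted in the well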
Dynein transport: inhibitors of GR-EGFP nuclear translocation, primary screen, dynein cargo transport inhibitor project, imaging, high-content, 3617.4 mouse cells; test concentration mostly 20 µM; stimulated with dexamethasone, 1 µM; stronger effect = lower value; z-score, hits read low; 220,000 compounds, 0.47% hits; AID 1381, 2008;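 active = plate z-score of nuclear minus cytoplasmic receptor signal below a set negative limit, without overly bright fluorescence or cell loss, cut at about -3.5 in these data, passing the limit was not always enough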;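 note: z-score of nuclear minus cytoplasmic ring GR-EGFP intensity difference per well; some compounds called inactive have numbers as strong as hits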
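Also added: dexamethasone, 1.0 µM final. Medium: tet-free, stripped-serum medium. Detection: fixed, Hoechst-stained cells imaged at 10x for EGFP. Read-out: nuclear-to-cytoplasmic GR-EGFP distribution per well. Times: induction 48 h, compound 1 h, agonist 30 min.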
Lipid droplet: inhibitors of hepatocyte lipid droplet formation, primary screen, imaging, high-throughput imaging, BODIPY stain | AML12 mouse hepatocytes, oleate lipid droplets | inhibition, % at 6.5 µM | 240,000 compounds, 0.4% hits | AID 1656, 2009;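 active = lipid droplet intensity inhibited by at least 50%, with more than 500 cells counted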
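Test system: AML12 hepatocytes (mouse); reagent: oleate loading, 100 µM; dosing: one dose, 6.5 µM compound; incubation: overnight exposure; signal: fluorescence imaging, 20x objective, two fields per well; read-out basis: % inhibition of corrected integrated BODIPY droplet signal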
Myeloid diff 2: induction of myeloid progenitor differentiation, primary screen, cell-based, flow cytometry, MLPCN library; ER-HoxA9 myeloid progenitors, lysozyme-GFP differentiation; calls only at 10 µM; 360,000 compounds, 1% hits;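 active = normalized GFP-positive differentiation at or above the plate's own cutoff, the solvent-only control mean plus 3 SD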;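 note: cells exposed to compound for four days before flow analysis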
human PMI inhibition: inhibitors of human PMI, primary screen, biochemical, fluorescence intensity, coupled assay (AID 1209). Mannose-6-phosphate isomerase (Homo sapiens). purified PMI enzyme, coupled fluorescence intensity; higher % means a stronger effect. inhibition, % at 20 µM; hits with a dose series show IC50 in µM. 190,000 compounds, 0.42% hits; in the data active = inhibition above about 50%;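 note: plate controls were DMSO vehicle for no effect and wells lacking substrate for full effect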
T cell modulator: modulators of CD8 T cell-vesicle binding, primary screen, mouse 2C CD8+ T cells, flow cytometry. 2C CD8+ T cell-vesicle binding; stronger effect = lower value. calls only at 7 µM. 330,000 compounds, 0.068% hits;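 active = response, share of CD8 T cells binding vesicles, and their 90th percentile fluorescence all below set limits, cut at about 80% in these data, passing the limit was not always enough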
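Read-out – percent CD8+ FL2 mean versus row control · System – murine 2C transgenic CD8+ T lymphocytes · Times – 1.5 h cell–vesicle binding at 37 °C, then 20 min icy labelling · Control set – naked vesicles low, QL9 vesicles with vehicle high · Detection – cytometric PE anti-B7-1 and Alexa647 anti-CD8 signals after 1% paraformaldehyde fixation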
MT stabilizer: microtubule stabilizers in HeLa cells, primary screen, imaging, high-content imaging; HeLa tubulin immunostaining HCS, 24 h; share of cells brighter than vehicle mean+2SD; % tubulin-high responders, % at 10 µM; 200,000 compounds, 0.83% hits; AID 2205, 2009;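 active = plate Z-score above 3 for both tubulin-high and condensed-nucleus cell shares, with cell loss under 80%, at 10 µM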;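 note: anti alpha tubulin signal scored within the nucleus-defined area of each cell; some results filed as inactive read as strong as hits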
TNAP activation fold: human TNAP enzyme activators, primary screen, biochemical, luminescent, no phosphate acceptor, uHTS (AID 1001). Alkaline phosphatase, tissue-nonspecific isozyme (Homo sapiens). purified TNAP, luminescent activation assay, no phosphate acceptor; higher activation fold means a stronger effect. activation fold at 20 µM; hits with a dose series show EC50 in µM. 200,000 compounds, 0.03% hits; in the data active = activation fold from about 3, or a potency from the dose series; inactive = the rest, 99 in 100 with activation fold below about 1.6; note: many of its hits are not listed in these tables
bCat nuc transl: modulators of beta-catenin nuclear translocation, primary screen, imaging, HeLa cells, immunofluorescence, high-content; AID 1665, 2009; 190,000 compounds, 0.3% hits; nuclear translocation activity, % at 5 µM;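 active = nuclear translocation activity above 50% at 5 µM, with a well cell count of 50 or more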;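 note: per-cell ratio of nuclear to cytoplasmic median beta-catenin stain intensity; plate controls were DMSO negative control for no effect and GSK-3 inhibitor IX positive control for full effect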
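Test system: human HeLa cells, endogenous beta-catenin. Times: 24 h compound exposure, 37°C. Measured by: beta-catenin immunofluorescence imaging with DAPI.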
Dynein transport cytoplasmic EGFP: second read-out of Dynein transport, no call of its own (marks repeat the call); z-score; measured here: cytoplasmic GR-EGFP intensity; stronger effect = higher value
Dynein transport nuclear GR-EGFP: further read-out of Dynein transport, marked with its call; z-score; measured here: nuclear GR-EGFP intensity;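 lower value marks the stronger effect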
Dynein transport cell count: recorded beside Dynein transport, whose call it bears; z-score; measured here: cell count per field
Insulin prom up cell count: also measured in Insulin prom up; calls as there; cell count; measured here: cytotoxicity, nuclei count;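 total cells summed across four imaged fields per well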
Lipid droplet cells 6.5 µM: also measured in Lipid droplet; calls as there; cell count; measured here: cell count, cytotoxicity flag;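 cells counted across two imaged fields per well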
bCat nuc transl cell count 5 µM: further read-out of bCat nuc transl, marked with its call; cell count; measured here: cell count, cytotoxicity flag
T cell modulator vesicle-bound %: recorded beside T cell modulator, whose call it bears; double positive events, %; measured here: CD8+ vesicle-bound cell fraction;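 binding gate set so that unloaded-vesicle control wells show 10% double positive cells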
MT stabilizer Hoechst-high %: also measured in MT stabilizer; calls as there; % Hoechst-high responders; measured here: nuclear condensation Hoechst responders;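 share of cells brighter than vehicle mean plus two SD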
MT stabilizer cytotoxicity %: also measured in MT stabilizer; calls as there; toxicity, %; measured here: cytotoxicity by cell density;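 0% = mean cell density of plate MIN control wells and 100% = no cells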
Myeloid diff 2 GFP+ MAC1+ %: further read-out of Myeloid diff 2, marked with its call; GFP+ MAC1+ double positive, %; measured here: differentiation confirmed by MAC1 staining
An asterisk follows results filed as active; i = inactive; . = not tested or not shown.

SMILES	Insulin prom up	Insulin prom up cell count	Dynein transport	Dynein transport cytoplasmic EGFP	Dynein transport nuclear GR-EGFP	Dynein transport cell count	Lipid droplet	Lipid droplet cells 6.5 µM	Myeloid diff 2	Myeloid diff 2 GFP+ MAC1+ %	human PMI inhibition	T cell modulator	T cell modulator vesicle-bound %	MT stabilizer	MT stabilizer Hoechst-high %	MT stabilizer cytotoxicity %	TNAP activation fold	bCat nuc transl	bCat nuc transl cell count 5 µM
CCCCCCOc1ccc(N2C(=O)CC(N3CCC(C(=O)OCC)CC3)C2=O)cc1 (stereo not drawn)	-0.74	1753	0.081	0.47	0.46	-0.77	4	598	i	53	10%	i	15	6.9	2.7	8.7	0.9	-0.7	1177
CCOC(=O)CNC(=O)CSc1nnc(Cn2c(=O)sc3ccccc32)n1C	0.35	1220	2.1	0.016	1.5	-2.3	-1	717	i	0.8	8%	i	25	5.3	2.3	4.6	1.1	-4.1	1137
N#Cc1nc(COc2ccc(F)cc2)oc1N1CCN(Cc2ccccc2)CC1	-0.43	1194	-0.91	-0.3	-0.4	-0.42	-20	684	i	0.6	18%	i	58	2.3	1.1	7.2	1.1	-2.2	1071
CS(=O)(=O)Nc1ccccc1C(=O)Nc1ccccc1Cl	.	.	-0.17	-0.24	-0.15	0.044	-6	726	i	0.6	-2%	i	30	2.8	1.5	7.5	1.1	-0.8	1245
O=C(O)CCN1C(=O)C(=C2CCCCCC2)SC1=S	-0.07	1255	-0.2	0.42	0.034	0.47	.	.	i	0.9	10%	i	25	1.7	3.0	6.6	1.3	-5.2	994
COc1ccc(-c2nc3ccccc3c(=O)n2CCCN2CCOCC2)cc1	.	.	0.62	-0.18	0.7	-0.11	20	713	i	1.1	1%	i	7	2.9	1.2	8.4	1.1	.	.
CCCCC(Sc1nc(N)c(NC(=O)c2ccc(OCC)cc2)c(=O)[nH]1)C(=O)O (stereo not drawn)	0.33	1391	0.43	-0.34	0.48	0.06	-7	653	i	0.2	-28%	i	59	4.1	3.9	6.1	1.1	-0.4	1140
O=C(O)C1C2C=CC(C2)C1C(=O)NCCc1ccncc1 (stereo not drawn)	0.81	1201	0.27	-0.17	0.51	-0.87	-14	741	i	1.6	5%	i	10	3.6	1.9	11	1.1	.	.
Cc1nc(CSc2nsc(C)c2C#N)cs1	-0.11	1127	-0.24	-0.21	-0.081	-0.29	-4	669	i	0.1	-21%	i	59	2.7	2.8	4.7	1	-3.6	1084
Cc1nnsc1C(=O)N1CCN(c2ccc(F)cc2)CC1	-0.11	1128	-0.56	-0.24	0.55	0.47	3	711	i	0.5	.	i	40	.	.	.	.	0.0	1288
O=C(Nc1nc(-c2ccccc2)cs1)c1ccc(Br)o1	0.32	1531	-0.3	-0.13	-0.075	0.15	.	.	i	0.5	25%	i	51	3.5	1.3	5.4	1	12	1067
Cc1ccc(CN2CCN(/N=C\C(Br)=C\c3ccccc3)CC2)cc1	-0.1	1479	0.25	-0.26	-0.056	-0.24	0	660	i	0.7	9%	i	63	4.1	1.7	3.3	1.3	0.9	1088
Cc1cc(-c2c(C)[nH]n(-c3ccccc3)c2=O)n[nH]1	-0.29	1475	-0.18	0.13	0.18	-0.39	16	698	i	0.2	10%	i	62	2.1	0.4	1.5	0.9	0.4	1487
CCOC(=O)C1CC=C(Cl)CC1C(=O)Nc1nccs1 (stereo not drawn)	0.39	1373	-0.16	-0.25	0.3	-0.35	0	710	i	6.6	14%	i	17	3.1	1.6	3.5	1.1	-1.6	1054
CSc1ncc(C(=O)O)n1-c1ccc(F)cc1	-0.04	1512	-0.58	-0.26	-0.15	0.29	6	785	i	0.2	14%	i	35	5.2	3.6	6.2	1.1	0.0	1033
C[N+]1(CCCCCCC(=O)/C=N/O)CCCCCC1	1.3	896	1.9	-0.099	0.94	-0.12	-16	765	i	1.1	25%	i	60	1.3	1.3	6.2	1.1	.	.
CN1CCN(S(=O)(=O)c2cccc(C(=O)Nc3ccccc3N3CCOCC3)c2)CC1	-0.85	1166	-0.9	-0.36	-0.39	1.4	22	690	i	0.2	-2%	i	28	1.7	2.4	7.6	1.1	-0.7	1118
Brc1ccc(-c2nc3ccccc3s2)s1	0.21	1233	0.19	0.039	0.16	0.22	.	.	i	1.0	-1%	i	7	1.2	1.6	14	1	-1.2	855
CC(C)(C)c1ccc(S(=O)(=O)CC(O)CSc2nc3c(cc2C#N)CCCC3)cc1 (stereo not drawn)	-0.44	1677	0.56	-0.27	-0.65	0.43	.	.	i	0.3	27%	i	15	2.9	1.6	0.4	1.1	-2.9	1399
N#Cc1ccsc1NC(=O)CN1CCN(c2ccc(O)cc2)CC1	-0.42	1471	0.05	-0.21	0.24	-0.23	25	629	i	1.3	30%	i	27	0.9	1.8	8.5	0.9	-3.2	1101
Cc1ccc(-c2nnc(NCc3nc4ccccc4[nH]3)c3ccccc23)cc1S(=O)(=O)N1CCCCC1	0.15	1323	-0.85	-0.26	-0.64	0.62	-8	495	i	0.7	2%	i	49	5.0	2.9	11	1.1	-0.6	1048
C/C(=N\NC(=O)CCCNc1cccc(C)c1)c1ccncc1	0.11	1448	0.87	-0.03	1.4	-1	0	747	i	0.2	20%	i	56	2.6	1.9	14	1.1	-1.2	1012
CCN(C(=O)COC(=O)C(Cc1ccccc1)N1C(=O)c2ccccc2C1=O)C1CCS(=O)(=O)C1 (stereo not drawn)	1.5	1204	-0.68	-0.3	0.26	0.47	-7	647	i	1.0	12%	i	46	5.4	2.3	8.9	1	-0.5	975
c1ccc(Cn2nnc3cnccc32)cc1	-0.32	969	0.26	-0.14	0.45	0.62	.	.	i	1.5	-10%	i	11	2.0	2.5	13	1	0.1	1209
Cn1c(N2CCC(C(N)=O)CC2)nc2c1c(=O)n(Cc1ccc(Br)cc1)c(=O)n2C	.	.	-0.011	-0.24	-0.14	-0.55	.	.	i	3.7	.	i	20	3.3	1.8	6.1	.	.	.

(further entries)
SMILES	Insulin prom up	Insulin prom up cell count	Dynein transport	Dynein transport cytoplasmic EGFP	Dynein transport nuclear GR-EGFP	Dynein transport cell count	Lipid droplet	Lipid droplet cells 6.5 µM	Myeloid diff 2	Myeloid diff 2 GFP+ MAC1+ %	human PMI inhibition	T cell modulator	T cell modulator vesicle-bound %	MT stabilizer	MT stabilizer Hoechst-high %	MT stabilizer cytotoxicity %	TNAP activation fold	bCat nuc transl	bCat nuc transl cell count 5 µM
O=C1c2ccccc2C(=O)c2c(NCCCN(CCO)CCO)cccc21	0.54	1503	-0.61	-0.27	-0.05	0.19	3	635	i	0.2	4%	.	.	3.5	2.6	2.1	0.8	-4.4	682
COc1cccc(NC(=O)C2C3C=CC(O3)C2C(=O)NCc2cccnc2)c1 (stereo not drawn)	0.71	1143	1.9	-0.076	0.5	-0.95	.	.	i	1.2	13%	i	51	4.0	1.8	5.2	1.1	0.5	892
c1ccc2c(c1)OCc1cn[nH]c1-2	-0.15	1080	-0.37	-0.075	0.71	0.048	17	751	i	0.8	.	i	16	.	.	.	.	1.5	1274
Cc1cc(/C=N/NC(=O)CC2(C)OCCO2)c(C)n1-c1cc(Cl)cc(Cl)c1	.	.	2.1	-0.25	0.93	-0.89	-20	694	i	1.0	-7%	i	34	4.0	2.0	1.0	1.1	-2.2	567
C[C@@H]1C=C(C(=O)N2CCN(C)CC2)O[C@H](OCc2ccc(CO)cc2)C1	0.62	1396	-0.98	-0.29	-0.26	0.42	9	721	i	1.8	3%	i	32	1.1	1.1	3.3	1.2	-3.1	1178
COc1ccc(C2(CNC(=O)c3cccc([N+](=O)[O-])c3)CCOCC2)cc1	-0.11	1463	-0.23	-0.24	0.00029	0.55	-11	578	i	2.4	16%	i	38	2.0	2.8	8.5	1	-0.7	1107
CCc1cc(=O)n2c([nH]c3ccccc32)c1C#N	.	.	-0.72	0.94	0.33	1.6	10	819	i	0.8	29%	i	9	1.8	1.2	6.0	1.1	1.2	1018
COc1ccc(-c2nnc(NC(=O)CSc3ccccc3)s2)cc1OC	-0.22	1471	-0.84	-0.25	-0.58	0.4	18	689	i	0.6	-10%	i	20	4.7	3.0	7.3	0.9	-2.5	1100

Filtered by structure: the entries above with a thiophene ring, fused or not (2)
SMILES	Insulin prom up	Insulin prom up cell count	Dynein transport	Dynein transport cytoplasmic EGFP	Dynein transport nuclear GR-EGFP	Dynein transport cell count	Lipid droplet	Lipid droplet cells 6.5 µM	Myeloid diff 2	Myeloid diff 2 GFP+ MAC1+ %	human PMI inhibition	T cell modulator	T cell modulator vesicle-bound %	MT stabilizer	MT stabilizer Hoechst-high %	MT stabilizer cytotoxicity %	TNAP activation fold	bCat nuc transl	bCat nuc transl cell count 5 µM
Brc1ccc(-c2nc3ccccc3s2)s1	0.21	1233	0.19	0.039	0.16	0.22	.	.	i	1.0	-1%	i	7	1.2	1.6	14	1	-1.2	855
N#Cc1ccsc1NC(=O)CN1CCN(c2ccc(O)cc2)CC1	-0.42	1471	0.05	-0.21	0.24	-0.23	25	629	i	1.3	30%	i	27	0.9	1.8	8.5	0.9	-3.2	1101
